# POLH inh: DNA polymerase eta (human) inhibition; Q9Y253; recombinant Pol eta, fluorescent DNA replication assay; Potency, µM (top dose mostly 114 µM), for the others: at the highest dose activity change, negative = inhibition, actives largely listed as inhibitors; hit rate 1.2% among 390,000; AID 588591; note: potency is the fitted concentration of half-maximal effect; % is set by controls: 0 for no effect and ±100 for the full control effect
#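 Pol eta at 10 nM preincubated with compounds 15 min at room temperature; reaction started with fluorescent substrate (50 nM final) and read kinetically at 0 and 10 min.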
# BAZ2B inh: inhibitors of human BAZ2B bromodomain | AlphaScreen BAZ2B-H3K14Ac peptide displacement | Potency, µM (titrated, usually from 114 µM), inactives show at the top dose activity change, negative = inhibition, actives largely listed as inhibitors | hit rate 4.4% among 360,000 | AID 504333 | Q9UIF8; note: potency is the fitted concentration of half-maximal effect; % is set by controls: 0 for no effect and ±100 for the full control effect; nearly all actives have a fitted effect of over 60% in size
#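 AlphaScreen luminescence quantifies BAZ2B engagement of H3K14Ac peptide; the protein and biotinylated peptide are both at 50 nM final, buffer PBS pH 7.4 with 0.01% Tween-20, all steps at room temperature.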
# JMJD2A Tudor inh: JMJD2A Tudor domain (human) inhibition | O75164 | AlphaScreen JMJD2A-Tudor / H3K4me3 peptide binding | Potency, µM (titrated, usually from 114 µM), inactives show at the highest dose activity change, negative = inhibition, actives largely listed as inhibitors | hit rate 4.4% among 390,000; note: potency is the fitted concentration of half-maximal effect; % is set by controls: 0 for no effect and ±100 for the full control effect; nearly all actives have a fitted effect of over 50% in size
# Tb PGK inh: blocks T. brucei phosphoglycerate kinase. AID 602233. Potency, µM (doses to about 57.5 µM), for the others: top-dose activity change, negative = inhibition, most hits filed as inhibitors. hit rate 0.043% among 380,000. P07378. PGK/GAPDH coupled, Kinase-Glo luminescence, 60 min; note: potency is the fitted concentration of half-maximal effect; % is set by controls: 0 for no effect and ±100 for the full control effect; nearly all actives have a fitted effect of over 60% in size
# Target sequence (P07378 whole entry, looked up): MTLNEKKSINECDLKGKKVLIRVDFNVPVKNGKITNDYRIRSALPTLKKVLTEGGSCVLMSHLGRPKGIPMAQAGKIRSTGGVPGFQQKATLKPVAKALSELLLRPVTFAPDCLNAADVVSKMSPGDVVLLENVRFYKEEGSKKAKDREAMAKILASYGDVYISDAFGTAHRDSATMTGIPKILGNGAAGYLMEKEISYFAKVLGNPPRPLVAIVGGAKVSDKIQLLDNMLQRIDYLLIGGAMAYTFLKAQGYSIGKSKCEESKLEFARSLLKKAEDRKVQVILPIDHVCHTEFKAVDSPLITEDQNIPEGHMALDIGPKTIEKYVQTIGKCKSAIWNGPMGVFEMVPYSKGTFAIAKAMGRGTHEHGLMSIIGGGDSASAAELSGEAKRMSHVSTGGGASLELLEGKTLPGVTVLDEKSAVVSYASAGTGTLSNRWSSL
#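 Recombinant glycosomal PGK reaction used 1,3-bisphosphoglycerate generated in-well by GAPDH (100nM final) in 100mM TEA pH 7.6, 5mM MgCl2, 0.01% Tween-20. After 60 minutes at room temperature, ATP was read by Kinase-Glo Plus luminescence end-point.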
# Pin1 inh: human Pin1 inhibition; AID 504891; Pin1 FP peptide displacement, HiFluor488, 10 min; hit rate 0.009% among 390,000; Potency, µM (doses to about 115 µM), inactives show at the highest dose activity, negative = inhibition, actives largely listed as inhibitors; Q13526; active = well fitted inhibition curve with a large enough effect in the polarisation, with a control signal flat, not every such curve was filed as active; inconclusive = small, poorly fitted or top-dose-only effect, or effect the other way, or a change in a side signal; inactive = no such curve, though single readings can be large or run the other way; the % refers to the polarisation; note: potency is the fitted concentration of half-maximal effect; % is set by controls: 0 for no effect and ±100 for the full control effect
# G9a inh: inhibitors of human histone lysine methyltransferase G9a. Q96KQ7. G9a H3K9 monomethylation, AlphaScreen, 2 h. Potency, µM (highest dose often 102 µM), inactives show at the top dose activity, negative = inhibition, usual class: inhibitors. hit rate 8.8% among 350,000; note: potency is the fitted concentration of half-maximal effect; % is set by controls: 0 for no effect and ±100 for the full control effect; nearly all actives have a fitted effect of over 75% in size
# Target sequence (Q96KQ7 913-1193 limits assumed): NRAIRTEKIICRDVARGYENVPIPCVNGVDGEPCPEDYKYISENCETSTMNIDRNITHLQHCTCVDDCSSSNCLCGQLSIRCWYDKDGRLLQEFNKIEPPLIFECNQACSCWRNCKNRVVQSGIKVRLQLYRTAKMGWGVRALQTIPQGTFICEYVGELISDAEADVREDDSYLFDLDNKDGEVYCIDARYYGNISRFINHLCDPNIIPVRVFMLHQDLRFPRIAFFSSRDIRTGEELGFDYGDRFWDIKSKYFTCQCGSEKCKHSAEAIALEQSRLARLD
#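 Compounds were preincubated with 20 nM G9a for 15 min, after which biotinylated H3K9 peptide (500 nM) and SAM (20 uM) started a 2 h room-temperature reaction. Monomethylated product was quantified by antibody-based AlphaScreen chemiluminescence.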
# HP1b chromo inh: inhibitors of HP1-beta chromodomain binding to methylated histone tails; P83916; AlphaScreen HP1-beta / biotin-H3K9me3 peptide binding; Potency, µM (titrated, usually from 114 µM), for inactives: at the top dose activity change, negative = inhibition, hits mostly inhibitors; hit rate 0.56% among 390,000; note: potency is the fitted concentration of half-maximal effect; nearly all actives have a fitted effect of over 70% in size; inactives centre near 23
#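 HP1-beta protein (50 nM final) preincubated 30 min at room temperature with biotinylated H3(1-18)K9me3 peptide (50 nM) in PBS pH 7.4, 0.01% Tween-20, then compound added for 30 min. AlphaScreen streptavidin donor/nickel chelate acceptor beads (10 ug/mL final), 30 min dark, luminescence read.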
# PI4K2A inh: PI4K2A (human) kinase inhibition; activity change, negative = inhibition, % at 76.9 µM; hit rate 0.13% among 420,000; Q9BTU6; purified PI4K2A, ADP-Glo luminescence, 1 h; active compounds read low; in the data active = activity change below about -50%; inconclusive = mostly about -30% to -49%;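 note: -100% = wells without enzyme as full effect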
#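 In this quantitative HTS, ADP production by PI4K2A was quantified luminescently after 1 h at ambient temperature; 100 microM adenosine served as plate-quality control.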
# GLS inhibitor: inhibitors of human glutaminase (GLS); GLS enzymatic activity, qHTS titration; O94925; hit rate 0.21% among 410,000; Potency, µM (doses to about 45.5 µM), for inactives: top-dose activity change, negative = inhibition, hits mostly inhibitors; note: potency is the fitted concentration of half-maximal effect; % is set by controls: 0 for no effect and ±100 for the full control effect
#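 Glutamate formation by hKGA was monitored fluorometrically using coupled glutamate oxidase, HRP and Amplex Red. Substrate was added as 1 mM L-glutamine solution; incubation was 30 min at RT after an initial read.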
# An asterisk follows results filed as active; ? = inconclusive; / = no result given; & = joins results of further samples; [ ] = another dose, or the depositor's remark. Unless noted, calls come from the whole dose curve; as a rule, active = well fitted curve in the direction sought with a large enough effect; inconclusive = small, poorly fitted or top-dose-only effect, or another doubt; inactive = no such curve, though single readings can be large; an effect the other way counts as inactive or inconclusive. An excerpt. The share of hits here may be higher or lower than overall.
SMILES,POLH inh,BAZ2B inh,JMJD2A Tudor inh,Tb PGK inh,Pin1 inh,G9a inh,HP1b chromo inh,PI4K2A inh,GLS inhibitor
C/C=C(/C)C(=O)O[C@@H]1c2cc3c(c4c2[C@@]2(CO4)C(=O)C(OC)=C(OC)C=C2C[C@@H](C)[C@H]1C)OCO3,-17%,-4%,-11%,-10%,0%,21%[59 µM],27%,-5,-5%
COc1ccccc1OC(=O)Oc1ccccc1OC,-13%,/,-1%,-5%,-7%,30%[59 µM],10%[57 µM],-3&-4,-10%&9%
Cc1ccc(CNC(=O)C2CCN(S(=O)(=O)c3c(C)noc3/C=C/c3ccccc3F)CC2)o1,-19%,-2%,1%,0%,10%,7%[59 µM],15%[57 µM],0,2%
Cc1nc2c([nH]1)c(=O)n(C)c(=O)n2Cc1ccco1,-3%[57.1 µM],/,-11%,/,0%,-16%[59 µM],21%,1&-3,-5%
COc1ccc(NC(=O)C2CCCN(c3nnc(C)c4c(C)n(-c5ccccc5)nc34)C2)cc1Cl (stereo unspecified),35µM*,-30%,-14%,-8%,-10%,?,15%,2,-26%
Oc1cc2c(cc1O)C1c3ccc(O)c(O)c3OCC1(O)C2 (stereo unspecified),7.1µM*,45µM*,3.5µM*,?,?,?,?,-10,-27%
CN(C)CCC[C@@]1(c2ccc(F)cc2)OCc2cc(C#N)ccc21,-11%,/,35µM*,-9%,3%,17%[59 µM],?,3&-1,-12%&-30%
COc1cc(C)nc(-n2nc(C)cc2OC)n1,-5%,6%,-21%,-1%,1%,9%[59 µM],41%[activator],1&3,2%
O=C(c1ccccc1)c1ccc2n1CCC2C(=O)O (stereo unspecified),0%[57.1 µM],-2%,-9%,-17%,-6%,?,20%,-20&-5&-10,-5%&1%
O=C1c2ccccc2C(=O)c2c(O)c(O)cc(O)c21,32µM*,/,22µM*,?,?,?,11µM*,-14,?
CCOC(=O)Nc1ccc2c(c1)N(C(=O)CCN1CCOCC1)c1ccccc1S2,7%&-19%,-4%&-9%&-16%,-20%&-25%,1%,-7%&-1%,-24%[12.7 µM],34%&20%,1&-1&-5,5%
CN=C(NC#N)Nc1ccc(C2=NNC(=O)CC2C)cc1 (stereo unspecified),-7%[57.1 µM],/,/,/,/,23%[12.7 µM],/,-4,-3%
CCCc1cc(C(N)=S)ccn1,-20%,1%,-12%,5%,-3%,6%,62%[activator],-1&5,1%&2%
O=C1c2c(O)cccc2C(C2OC(CO)[C@@H](O)[C@H](O)[C@H]2O)c2cc(CO)cc(O)c21 (stereo partly specified),-13%,-38%,-24%,-9%,11%,?,22%,-2,-2%
COc1cc(NC(=O)c2cc(C3CC3)on2)c(OC)cc1Cl,-6%,-5%,4%,-2%,2%,0%,62%[activator],-4,-8%
CC(=O)OCC(=O)C1(O)CCC2C3CCC4=CC(=O)C=CC4(C)C3(F)C(O)CC21C (stereo unspecified),-20%,/,6%,0%,-3%,/,41%[activator],6,6%

# Reformatted with values ahead of the structure: part of the list above
POLH inh | BAZ2B inh | JMJD2A Tudor inh | Tb PGK inh | Pin1 inh | G9a inh | HP1b chromo inh | PI4K2A inh | GLS inhibitor | smiles
35µM* | -30% | -14% | -8% | -10% | ? | 15% | 2 | -26% | COc1ccc(NC(=O)C2CCCN(c3nnc(C)c4c(C)n(-c5ccccc5)nc34)C2)cc1Cl (stereo unspecified)
7.1µM* | 45µM* | 3.5µM* | ? | ? | ? | ? | -10 | -27% | Oc1cc2c(cc1O)C1c3ccc(O)c(O)c3OCC1(O)C2 (stereo unspecified)
-11% | / | 35µM* | -9% | 3% | 17%[59 µM] | ? | 3&-1 | -12%&-30% | CN(C)CCC[C@@]1(c2ccc(F)cc2)OCc2cc(C#N)ccc21
-5% | 6% | -21% | -1% | 1% | 9%[59 µM] | 41%[activator] | 1&3 | 2% | COc1cc(C)nc(-n2nc(C)cc2OC)n1
0%[57.1 µM] | -2% | -9% | -17% | -6% | ? | 20% | -20&-5&-10 | -5%&1% | O=C(c1ccccc1)c1ccc2n1CCC2C(=O)O (stereo unspecified)
32µM* | / | 22µM* | ? | ? | ? | 11µM* | -14 | ? | O=C1c2ccccc2C(=O)c2c(O)c(O)cc(O)c21
7%&-19% | -4%&-9%&-16% | -20%&-25% | 1% | -7%&-1% | -24%[12.7 µM] | 34%&20% | 1&-1&-5 | 5% | CCOC(=O)Nc1ccc2c(c1)N(C(=O)CCN1CCOCC1)c1ccccc1S2
-7%[57.1 µM] | / | / | / | / | 23%[12.7 µM] | / | -4 | -3% | CN=C(NC#N)Nc1ccc(C2=NNC(=O)CC2C)cc1 (stereo unspecified)
-20% | 1% | -12% | 5% | -3% | 6% | 62%[activator] | -1&5 | 1%&2% | CCCc1cc(C(N)=S)ccn1
-13% | -38% | -24% | -9% | 11% | ? | 22% | -2 | -2% | O=C1c2c(O)cccc2C(C2OC(CO)[C@@H](O)[C@H](O)[C@H]2O)c2cc(CO)cc(O)c21 (stereo partly specified)
-6% | -5% | 4% | -2% | 2% | 0% | 62%[activator] | -4 | -8% | COc1cc(NC(=O)c2cc(C3CC3)on2)c(OC)cc1Cl
-20% | / | 6% | 0% | -3% | / | 41%[activator] | 6 | 6% | CC(=O)OCC(=O)C1(O)CCC2C3CCC4=CC(=O)C=CC4(C)C3(F)C(O)CC21C (stereo unspecified)

# From PubChem BioAssay
